Pol beta inh – DNA polymerase beta (human) inhibition. P06746. hit rate 1.3% among 340,000. Potency, µM (titrated, usually from 114 µM), for the others: at the highest dose activity change, negative = inhibition, hits mostly inhibitors. AID 485314. Pol beta primer extension/strand displacement, fluorescence kinetic; also: potency is read from the fitted curve at half-maximal effect; % is scaled to controls: 0 for no effect and ±100 for the full control effect
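Reaction started by 50 nM substrate onto compound-treated Pol beta (10 nM, 15 min preincubation, room temperature); plates read at 0 min and 10 min. Normalized concentration-effect data fitted by four-parameter Hill equation.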
BLM inh – Bloom syndrome helicase (human) inhibition; P54132; recombinant BLM DNA unwinding, fluorescence dequenching; Potency, µM (top dose mostly 56.1 µM), for inactives: at the highest dose activity change, negative = inhibition, usual class: inhibitors; hit rate 0.2% among 350,000;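 also: potency is read from the fitted curve at half-maximal effect; plate controls were vehicle for no effect and no enzyme for full effect; nearly all actives have a fitted effect of over 35% in size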
Apoferritin bind – binds horse apoferritin like a general anesthetic; P02791; apoferritin/1-aminoanthracene competitive binding, fluorescence; Potency, µM (titrated, usually from 77.5 µM), without a hit: at the highest dose activity change, negative = displacement, usual class: inhibitors; hit rate 0.074% among 350,000; AID 485281; also: potency is read from the fitted curve at half-maximal effect; % is scaled to controls: 0 for no effect and ±100 for the full control effect; nearly all actives have a fitted effect of over 20% in size
Target sequence (P02791 2-175 limits assumed): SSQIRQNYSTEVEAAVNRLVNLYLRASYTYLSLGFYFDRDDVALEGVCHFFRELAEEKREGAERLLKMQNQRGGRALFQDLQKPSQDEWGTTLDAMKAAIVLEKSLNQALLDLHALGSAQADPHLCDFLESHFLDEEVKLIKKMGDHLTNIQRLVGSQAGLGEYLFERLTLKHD
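Probe: 1-aminoanthracene (50% saturated, PBS). Protein: horse-spleen apoferritin, 10 uM. Incubation: 10 min, room temperature. Detection: 380 nm excitation, 535 nm emission. Analysis: normalized response, four-parameter Hill.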
TRHR ag – TRH receptor (human) agonism | TRHR cells, calcium flux fluo-8, FDSS agonist mode | AID 493084 | hit rate 0.18% among 360,000 | activation, % at 2 µM; in the data active = activation above about 30%; also: 0% is about no effect
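In this calcium-flux screen, cells bearing human TRHR are dye-loaded with fluo-8, baselined for 10 cycles, then exposed to library compounds; positive kinetic calcium responses during the agonist phase mark hits, with TRH as control.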
POLK inh – blocks human DNA polymerase kappa activity. Q9UBT6. purified Pol kappa, fluorescent DNA synthesis assay, 10 min. Potency, µM (series often up to 107 µM), for the others: at the highest dose activity, negative = inhibition, hits mostly inhibitors. hit rate 0.53% among 400,000; also: potency is read from the fitted curve at half-maximal effect; % is scaled to controls: 0 for no effect and ±100 for the full control effect
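Readout: fluorescence, taken kinetically at 0 and 10 min. Conditions: 10 nM Pol kappa, 15 min RT compound preincubation, 50 nM substrate final. Controls: enzyme-free buffer wells.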
APE1 inh – APE1 (human) endonuclease inhibition; P27695; recombinant APE1, TAMRA/BHQ-2 abasic DNA cleavage fluorescence; Potency, µM (series often up to 65.8 µM), inactives show at the top dose activity change, negative = inhibition, usual class: inhibitors; hit rate 0.35% among 350,000;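 also: potency is read from the fitted curve at half-maximal effect; plate controls were vehicle for no effect and reference inhibitor for full effect; nearly all actives have a fitted effect of over 55% in size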
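0.75 nM APE1 + cpd, 15 min RT; start w/ 50 nM TAMRA/BHQ-2 THF-abasic dsDNA; kinetic fluor 525/598 nm ×3 reads @60 s; Δ(read3−read1); normalized to DMSO and NSC13755 control wells.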
POLI inh – blocks human DNA polymerase iota activity | Q9UNA4 | Pol iota fluorescent replication assay, 10 min | Potency, µM (doses to about 115 µM), inactives show at the highest dose activity, negative = inhibition, usual class: inhibitors | hit rate 1% among 390,000 | AID 588590; also: potency is read from the fitted curve at half-maximal effect
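Fluorescent replication assay read twice, at 0 min and 10 min after adding 50 nM (final) substrate. Enzyme (10 nM) and compounds were first incubated 15 min at room temperature; enzyme-free buffer wells were negative controls.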
ERG Ets-DNA blk – inhibitors of human ERG Ets domain-DNA interaction; hit rate 0.028% among 370,000; AID 624246; P11308; fluorescence polarization, His-ERG Ets domain / labelled DNA; Potency, µM (doses to about 76.9 µM), inactives show at the highest dose FP activity, negative = inhibition, hits mostly inhibitors; active = well fitted inhibition curve with a large enough effect in the polarisation, with a control signal flat; inconclusive = small, poorly fitted or top-dose-only effect, or effect the other way, or a change in a side signal; inactive = no such curve, though single readings can be large or run the other way; the % refers to the polarisation;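 also: polarization taken with two DNA probes labelled with fluorescein and Texas red; potency is read from the fitted curve at half-maximal effect; % of control where 0% means no effect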
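His-tagged ERG Ets domain (1 uM in the protein solution; 300mM KCl, 50mM Tris-HCl, 1mM EDTA, 1mM DTT, pH 7.5) received compound, then a probe mix of 5 nM fluorescein-DNA and 100nM Texas-615-DNA. Fluorescence polarization was read for both dyes.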
12-LOX inh – ALOX12 (human) lipoxygenase inhibition. P18054. purified 12hLO, xylenol orange hydroperoxide absorbance. Potency, µM (series often up to 108 µM), inactives show at the top dose activity change, negative = inhibition, usual class: inhibitors. hit rate 1.1% among 580,000; also: potency is read from the fitted curve at half-maximal effect; % is scaled to controls: 0 for no effect and ±100 for the full control effect
Target sequence (P18054 whole entry, looked up): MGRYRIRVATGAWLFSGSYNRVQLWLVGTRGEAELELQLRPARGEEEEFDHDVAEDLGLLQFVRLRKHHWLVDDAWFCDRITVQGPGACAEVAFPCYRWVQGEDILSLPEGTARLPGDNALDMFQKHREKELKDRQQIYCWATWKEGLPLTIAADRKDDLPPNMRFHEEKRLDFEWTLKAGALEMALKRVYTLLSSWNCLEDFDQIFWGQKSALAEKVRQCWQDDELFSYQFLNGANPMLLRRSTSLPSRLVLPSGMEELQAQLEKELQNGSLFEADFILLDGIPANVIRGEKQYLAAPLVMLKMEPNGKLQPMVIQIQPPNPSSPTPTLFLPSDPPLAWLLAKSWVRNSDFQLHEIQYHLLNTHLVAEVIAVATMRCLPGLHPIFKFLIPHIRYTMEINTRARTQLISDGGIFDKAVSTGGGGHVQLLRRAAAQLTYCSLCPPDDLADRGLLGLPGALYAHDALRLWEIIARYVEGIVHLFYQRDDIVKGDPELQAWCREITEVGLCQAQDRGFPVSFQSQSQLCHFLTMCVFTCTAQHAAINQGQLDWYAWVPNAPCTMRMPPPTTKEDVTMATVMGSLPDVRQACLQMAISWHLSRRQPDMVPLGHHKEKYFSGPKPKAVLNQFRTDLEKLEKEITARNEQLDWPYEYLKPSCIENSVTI
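Hydroperoxide product was detected by ferrous iron/xylenol orange as the 573 to 405 nm absorbance ratio. Arachidonic acid at 40 uM (final) was turned over for 30 min at room temperature by 150 nM human 12hLO, pH 7.0 Hepes buffer, after 15 min compound preincubation.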
Starred values were filed as active, the others as inactive; ? = inconclusive; . = not tested or not shown; & = joins results of further samples; [ ] = dose if it differs, or a comment. Unless noted, calls follow the shape of the dose curve; as a rule, active = well fitted curve in the direction sought with a large enough effect; inconclusive = small, poorly fitted or top-dose-only effect, or another doubt; inactive = no such curve, though single readings can be large; an effect the other way counts as inactive or inconclusive. Some of the compounds tested; the hit share may differ from the screen's.

SMILES	Pol beta inh	BLM inh	Apoferritin bind	TRHR ag	POLK inh	APE1 inh	POLI inh	ERG Ets-DNA blk	12-LOX inh
CC(=O)n1c(Cl)c(NC(=O)CCl)c2ccccc21	1%	-3%	-2%	-0.3	-9%	-5%	?	1%	-9%
Cc1c(Cl)cccc1NC(=O)Cn1c(=O)cc(C)c2c(C)nn(-c3cccc(F)c3)c21	-26%	-1%	-2%	-0.2	-1%	.	0%	0%	-26%
COc1ccccc1CNC(=O)Cc1ccc(Br)cc1	5%	1%	-11%	-0.8	-7%	4%	5%	-6%	-15%
CC1CCCN(CC(O)COCc2ccc3c(c2)OCO3)C1 (configuration not stated)	-14%	-6%	-9%	0.1	-22%	-2%	140%[activator]	1%	-4%
COc1cccc(C(C(=O)NC(C)(C)C)N(C(=O)CCC(=O)Nc2cc(C)on2)c2ccc3c(c2)OCCO3)c1OC (configuration not stated)	15%	0%	-13%	0.7	-9%	22%	143%[activator]	-4%	12%
COc1ccccc1CNC(=O)CSc1nc(=O)[nH]c2c1CCC2	-1%	2%	-12%	0.2	-7%[60.1 µM]	.	27%	9%	-23%
O=C(C1CC1)N1CCN(c2nc3ccc(F)cc3s2)CC1	9%	3%	3%	0.1	-12%[60.1 µM]	.	?	-7%	?
O=C(O)c1[nH]c2ccccc2c1-c1ccccc1	-12%	-4%	3%	-0.1	-4%	0%	57%[activator]	8%	-25%
CC(C)(C)OC(=O)NS(=O)(=O)NCc1ccco1	.	-1%	2%	.	1%	-1%	-21%	.	.
O=C1C2C3C=CC(C3)C2C(=O)N1CNc1ccc(O)cc1 (configuration not stated)	40µM*	25µM*	-21%	0.9	.	?	.	.	.
COc1ccccc1NS(=O)(=O)c1ccc(N2CCOCC2)c(N)c1	.	.	.	.	-7%	29%	45%[activator]	-8%	2%
CC(=O)c1cccc(NC(=O)CCc2c(C)nc3c(-c4ccc(F)cc4)c(C)nn3c2C)c1	36%	-3%	-9%	1.6	-13%	.	-4%	?	-16%
CC[C@H](C)[C@H](NC(=O)[C@H](Cc1ccc(O)cc1)NC(=O)[C@H](Cc1cnc[nH]1)NC(=O)[C@H](CCCNC(=N)N)NC(=O)[C@H](CC(C)C)NC(=O)[C@H](C)NC(=O)[C@H](CO)NC(=O)[C@H](Cc1ccc(O)cc1)NC(=O)[C@H](Cc1ccc(O)cc1)NC(=O)[C@H](CCCNC(=N)N)NC(=O)[C@H](C)NC(=O)[C@H](CCSC)NC(=O)[C@H](CC(=O)O)NC(=O)[C@H](CCC(=O)O)NC(=O)[C@H](C)NC(=O)[C@@H]1CCCN1C(=O)[C@H](C)NC(=O)[C@H](CC(=O)O)NC(=O)[C@H](CCC(=O)O)NC(=O)CNC(=O)[C@@H]1CCCN1C(=O)[C@H](CC(N)=O)NC(=O)[C@H](CC(=O)O)NC(=O)[C@@H]1CCCN1C(=O)[C@H](CCCCN)NC(=O)[C@H](CO)NC(=O)[C@@H]1CCCN1C(=O)[C@@H](N)Cc1ccc(O)cc1)C(=O)N[C@@H](CC(N)=O)C(=O)N[C@@H](CC(C)C)C(=O)N[C@@H](CC(C)C)C(=O)N[C@H](C(=O)N[C@@H](CCCNC(=N)N)C(=O)N1CCC[C@H]1C(=O)N[C@@H](CCCNC(=N)N)C(=O)N[C@@H](Cc1ccc(O)cc1)C(N)=O)[C@@H](C)O	.	-5%	-21%	.	14%[60.1 µM]	-2%	.	.	.
Cc1cc(S(=O)(=O)/N=C(\N)c2ccc(C(N)=O)cc2)cc(C)c1F	11%	-3%	-2%	0.3	-5%	1%	46%[activator]	-9%	-5%
COc1ccc(C2C(C(=O)NCc3ccccn3)CCC(=O)N2c2cc(OC)c(OC)c(OC)c2)cc1 (configuration not stated)	-30%	-5%	-7%	0.4	-19%	0%	28%	17%	2%
c1ccc(CCNCC2COc3ccccc3O2)cc1 (configuration not stated)	-1%	0%	-15%	5.0	-2%	-7%	?	4%	-13%
CCC(Cc1ccccc1)NC(=O)CCn1cccc1 (configuration not stated)	-4%	-1%	-12%	-0.4	-8%	-5%	6%	-7%	0%
Cc1ccc(OCC(=O)NC2CCS(=O)(=O)C2)cc1 (configuration not stated)	-25%	-3%	-8%	0.1	-2%	-1%	9%	.	5%
O=C(Oc1ccc2c(c1)OCO2)c1cccs1	8%	-3%	?	0.3	8%	-1%	-8%	2%	27%
O=C(Cn1cnnn1)NCCc1ccc(Cl)cc1Cl	19%	2%	-9%	0.2	-2%	7%	59%[activator]	3%	-19%
N#C/C(=C\c1ccc(OCc2ccc(C(=O)O)cc2)cc1)C(=O)NCc1ccccc1	-7%	-11%	-12%	0.3	6%	-3%	?	17%	?
Cc1ccc(C)c(S(=O)(=O)N2CCN(C(=O)c3cccnc3)CC2)c1	28%	-3%	-6%	0.4	8%	21%	25%	8%	5%
CC(CCCC(C)(C)O)NC(=O)c1ccc2oc(CCc3ccccc3)nc2c1 (configuration not stated)	13%	2%	-17%	0.0	-3%	-6%	16%	-10%	5%
CCCCn1c(N)c(N(C(=O)CSc2nnnn2-c2ccccc2)C2CCCC2)c(=O)[nH]c1=O	.	.	.	2.4	-16%	49%[activator]	17%	-1%	2%
CN(CC(=O)N1CCN(c2ccccc2)CC1)C1CCCc2ccccc21 (configuration not stated)	-5%	-4%	-14%	-0.7	-5%	22%	42%[activator]	4%	-22%

(cont.)
SMILES	Pol beta inh	BLM inh	Apoferritin bind	TRHR ag	POLK inh	APE1 inh	POLI inh	ERG Ets-DNA blk	12-LOX inh
CC1CN(CCc2ccccc2)c2nc3c(c(=O)n(CC(N)=O)c(=O)n3C)n2C1 (configuration not stated)	-1%	1%	-5%	0.1	12%	61%	3%	14%	10%
CCNC(=O)C1CC(=O)N(CCCc2ccccc2)C(=Nc2ccccc2)S1 (configuration not stated)	-24%	-2%	0%	-1.3	-1%	-1%	44%[activator]	-3%	63%[activator]
Cc1ccc(OCC(=O)NNC(=O)c2ccc(-n3cncn3)c([N+](=O)[O-])c2)cc1	.	.	.	0.4	-12%	-3%	20%	4%	-20%
Cc1cc(C)c(CSc2nnc(C)n3c2cc2occc23)c(C)c1	?	-11%	?	0.8	-15%	.	-6%	0%	1%
COc1ccc(C(=NN)c2ccc(OC)cc2)cc1	.	.	.	.	4%	.	55%[activator]	0%	412%[activator]
COc1ccc(N2CC(NC(=O)c3ccc4c(c3)OCO4)CC2=O)cc1 (configuration not stated)	1%	0%	45%[activator]	-0.3	8%[60.1 µM]	.	-4%	?	-1%
C/C(=N\S(=O)(=O)c1ccc(C)cc1)NC(=S)Nc1ccc(C)cc1	10%	-15%	-10%	-0.4	8%	6%	26%	-2%	-16%
CCOP1(=O)OCC2OC(n3cnc4c(N)ncnc43)C(O)C2O1 (configuration not stated)	26%	0%	-7%	0.2	-14%	1%	35%[activator]	2%	141%[activator]
O=C(NN1C(=O)C2C(C1=O)C1C=CC2C12CC2)c1ccc(Cl)cc1 (configuration not stated)	3%	-1%	-9%	-0.3	-3%	3%	-23%	0%	299%[activator]
CC(C)Sc1ncc(S(=O)(=O)c2ccccc2)c(=O)[nH]1	-7%	0%	0%	-0.3	-12%	1%	-8%	0%	-4%
CC(=O)Nc1ccc(-c2nc3cc(Cl)ccc3o2)cc1	?	-15%	0%	0.6	-6%	13%	9%	7%	3%&7%
O=C(C1CC(=O)N(c2ccccc2F)C1)N1CCOCC1 (configuration not stated)	.	.	.	.	-12%	12%	-4%	-3%	3%
CCc1cc(C(=O)c2ccc(OC)cc2)c(NC(=O)CN2CCN(C)CC2)s1	?	1%	-14%	2.4	-4%	0%	14%	0%	?
COc1ccc(NC(=O)CN(c2cc(C)cc(C)c2)S(=O)(=O)c2c(C)noc2C)cc1Cl	0%	-11%	-2%	0.0	0%	.	-14%	0%	-25%
CCOc1ccc(CN(C)CC(=O)NCc2ccccc2Cl)cc1	1%	-5%	-23%	-2.1	-12%	1%	102%[activator]	-2%	-7%
COC(=O)CSc1nnc(CNS(=O)(=O)c2ccc(C)cc2)n1C	25%	-10%	-11%	-0.4	-8%	-2%	-7%	-5%	-4%
COc1ccc(-c2nnc(SCC(=O)N3CCCCC3)o2)cc1OC	-4%	-1%	1%	-0.5	-16%	9%	-1%	-10%	445%[activator]
CC(=O)c1cccc(CN2CCC(CO)(Cc3ccccc3)CC2)c1	-3%	-2%	-3%	-0.7	-4%[60.1 µM]	-2%	20%	-3%	-7%
COCCNc1nc(-c2cc(-c3ccc(Cl)cc3)on2)cc(C(C)C)n1	28%	-7%	-1%	1.7	2%	-4%	9%	4%	-2%

4 records drawn at random from the list so far:
SMILES	Pol beta inh	BLM inh	Apoferritin bind	TRHR ag	POLK inh	APE1 inh	POLI inh	ERG Ets-DNA blk	12-LOX inh
COc1ccccc1CNC(=O)Cc1ccc(Br)cc1	5%	1%	-11%	-0.8	-7%	4%	5%	-6%	-15%
CCC(Cc1ccccc1)NC(=O)CCn1cccc1 (configuration not stated)	-4%	-1%	-12%	-0.4	-8%	-5%	6%	-7%	0%
CC1CCCN(CC(O)COCc2ccc3c(c2)OCO3)C1 (configuration not stated)	-14%	-6%	-9%	0.1	-22%	-2%	140%[activator]	1%	-4%
CN(CC(=O)N1CCN(c2ccccc2)CC1)C1CCCc2ccccc21 (configuration not stated)	-5%	-4%	-14%	-0.7	-5%	22%	42%[activator]	4%	-22%
